Screening results: PubChem, Small Molecule Screening Facility, UW Madison
SSB-PriA inh: blocks PriA binding to SSB C-terminal tail; AID 1272365; AlphaScreen SSBct-PriA binding, biotinylated peptide; inhibition, % at 33 µM; 430,000 compounds, 0.6% hits; in the data active = inhibition mostly above about 37%, no sharp cut-off; inactive = mostly below about 20%;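 note: plate controls were negative control peptide for no effect and reference peptide for full effect; strong numbers were not always called active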
Active calls of the source: *; & = joins results of further samples. These rows are one share of the data; rates above refer to the full screens.

smiles | SSB-PriA inh
COc1cccc2sc(OC3CN(C(=O)NCc4cccs4)C3)nc12 | 6
CS(=O)(=O)N1CCC(C(=O)N2CCC(CSCc3ccco3)CC2)CC1 | 5
CCOc1cccc(C=NN2CCN(c3ccc(Cl)cc3)CC2)c1O | -3
CCOc1ccc(N2CC(=O)NC2=Nc2nc(C)cc(C)n2)cc1 | 7
COc1ccc(Cl)cc1N1CC(c2nc(-c3ccncc3)no2)CC1=O (stereo unspecified) | -22
C=CCn1cc(C=NNC(=O)COc2cccc3cccnc23)c2ccccc21 | 23
Cc1ccc(OCC(=O)NN=Cc2ccco2)cc1 | 6
O=C(NCCn1ccnc1C1CC1)c1ccccc1C(F)(F)F | -8
COc1cc(OC)cc(C(=O)Nc2nc3ccc(Cl)cc3s2)c1 | -3
O=C(Cn1c(=O)nc(-c2ccccc2)c2cc(Cl)ccc21)Nc1ccc(Br)cc1 | -9
Cc1cc(C)c(S(=O)(=O)c2nnn3c2nc(NCc2ccc(F)cc2)c2ccccc23)c(C)c1 | 2
CS(=O)(=O)c1ccc(NC(=S)N2CCN(c3ccccc3)CC2)cc1 | -7
Cc1cc(CCNC(=O)c2cccc(C(F)(F)F)c2)on1 | -15
COCCn1c(=NC(=O)CCSc2ccccc2)sc2cc(S(N)(=O)=O)ccc21 | 0
CCSc1nnc(CSc2ncccn2)n1-c1ccc(Cl)cc1 | -13
O=C(N/N=C\c1cccc(F)c1)C12CC3CC(CC(C3)C1)C2 | 5
CCOc1cccc(NC(=O)c2ccc(Br)cc2F)c1 | -21
Cc1cc(C(O)CCNC(=O)CN2C(=O)CCC2=O)c(C)o1 (stereo unspecified) | 14
Cc1nc(-c2ccccc2NC(=O)[C@H](C)n2nc(-c3cccs3)ccc2=O)cs1 | 3
CCOc1ccc(-c2c3c(nc4sc(C(=O)Nc5nccs5)c(N)c24)CCCC3)cc1 | 3
Cc1nc(SCC(=O)Nc2ccc(S(N)(=O)=O)cc2)c2cnn(-c3ccccc3)c2n1 | -18&-2
COc1ccc(C(=O)N=c2sc3cc4c(cc3n2C)OCCO4)cc1 | -3
C[C@](O)(CNC(=O)NCc1ccc(F)cc1)c1ccc2c(c1)OCO2 | -11
O=C(Nc1cnn(C2CCOCC2)c1)c1cnccn1 | -7
O=C(NCCn1nc(-c2ccncc2)ccc1=O)Nc1ccccc1F | -2
Cc1cccc(Nc2ncc(Cc3ccccc3C)s2)n1 | -11
COc1cccc(-c2cn3c(C(=O)Nc4ncc([N+](=O)[O-])s4)csc3n2)c1 | 18
Cc1coc2cc3oc(=O)c(CCC(=O)N4CC5C[C@H](C4)Cn4c5cccc4=O)c(C)c3cc12 | -5
Cc1nnc(NC(=O)c2ccc(S(=O)(=O)NCc3ccco3)o2)s1 | 1
CC(C)c1cc(C(=O)NN=Cc2ccoc2)c(O)c(C(C)C)c1 | -4
O=C(CSC1=NS(=O)(=O)c2ccccc2N1)Nc1cccc2ccccc12 | -3
CCOC(=O)CCC(=O)NCC1CCN(c2ccccn2)CC1 | -16
O=C(c1ccc(-c2cccs2)cc1)N1CCc2oncc2C1 | -17
CCOC(=O)C(C)Oc1ccc2c(c1)O/C(=C\c1c(F)cccc1Cl)C2=O (stereo unspecified) | -1
CC(=NNS(=O)(=O)c1ccc(C)cc1)c1ccc(C)s1 | 2
Cc1oc(N=Cc2cccc([N+](=O)[O-])c2)c(C#N)c1C | -13
COc1ccc(Cl)cc1NC(=O)CSc1ncc2c(n1)-c1ccccc1N(C)S2(=O)=O | -4
CCCc1cc(=O)n(CC(=O)Nc2ccccc2C#N)cn1 | -14
C#CCn1c(=NC(=O)c2ccn(C)n2)sc2cc(C(=O)OC)ccc21 | 7
CC(=O)Nc1ccc(C(=O)NN=Cc2ccccc2OCc2ccccc2)cc1 | 1

7 compounds drawn at random from those above:
smiles | SSB-PriA inh
Cc1cc(C(O)CCNC(=O)CN2C(=O)CCC2=O)c(C)o1 (stereo unspecified) | 14
O=C(N/N=C\c1cccc(F)c1)C12CC3CC(CC(C3)C1)C2 | 5
O=C(NCCn1nc(-c2ccncc2)ccc1=O)Nc1ccccc1F | -2
CC(C)c1cc(C(=O)NN=Cc2ccoc2)c(O)c(C(C)C)c1 | -4
COc1ccc(Cl)cc1NC(=O)CSc1ncc2c(n1)-c1ccccc1N(C)S2(=O)=O | -4
CC(=NNS(=O)(=O)c1ccc(C)cc1)c1ccc(C)s1 | 2
CCSc1nnc(CSc2ncccn2)n1-c1ccc(Cl)cc1 | -13

Returning to the listing with the four entries that preceded the break.
smiles | SSB-PriA inh
COc1ccc(Cl)cc1NC(=O)CSc1ncc2c(n1)-c1ccccc1N(C)S2(=O)=O | -4
CCCc1cc(=O)n(CC(=O)Nc2ccccc2C#N)cn1 | -14
C#CCn1c(=NC(=O)c2ccn(C)n2)sc2cc(C(=O)OC)ccc21 | 7
CC(=O)Nc1ccc(C(=O)NN=Cc2ccccc2OCc2ccccc2)cc1 | 1
N#CC(C#N)=C(N)/C(C#N)=C(/C=C/c1ccccc1Cl)c1ccccc1 | -6
C=CCOc1ccccc1C=NNC(=O)c1ccc(Cl)cc1Cl | -9
NC(=O)Cn1nnn(-c2ccc(NC(=O)CCSc3ccccc3)cc2)c1=O | -1
O=C(NCCn1ncc2c(N3CCN(Cc4ccccc4)CC3)ncnc21)c1cccc(Cl)c1 | 12
CCC(=O)c1ccc(OCC(O)CNC2CCCCCC2)cc1 (stereo unspecified) | 9&9
O=C(/C=C/c1ccccc1)Nc1nnc(SCc2cccc(F)c2)s1 | 9
COCCN(Cc1ccsc1)C(=O)c1ccccc1S(=O)(=O)C(F)F | -11
Cc1nn(Cc2ccc(F)cc2)c(Cl)c1C=NNC(=O)c1cccnc1 | -8
Cc1ccc(C)c(Cn2c(=O)c3c(nc4n(CCO)c(C)cn34)n(C)c2=O)c1 | 10
CCOC(=O)c1ccc(NC(=O)c2sc3nc(C)ccc3c2N)cc1 | -24
NCCS(=O)c1c(-c2ccc(F)cc2)[nH]c2ccccc12 (stereo unspecified) | -5
Cc1nc2ccc(C(=O)NCc3ccnc(-c4ccsc4)c3)cc2s1 | -8
Cc1cccc(NC(=O)C(=O)NCCCN(C)C)c1 | -16
COc1cc(C=NNC(=O)c2ccc([N+](=O)[O-])cc2Cl)cc(Br)c1O | 0
NC(=NOC(=O)CCCOc1ccccc1)c1ccccn1 | -11
Cc1cnc2c(c1N1CCN(C(=O)c3ccco3)CC1)c(=O)n(Cc1ccc(F)cc1)c(=O)n2C | -10
Cc1nc(-c2ccccc2)sc1C(=O)NCCOc1ccc(-c2ccc(F)cc2)nn1 | 6
Cn1cc(CC(=O)NCCOc2ccc(F)cc2)c2ccccc21 | -9
COC(=O)c1ccc(CSc2ncnc3c2nnn3Cc2ccccc2F)o1 | 5
COc1ccc(-c2ccc(=O)n(CCCC(=O)N(C)c3ccccc3)n2)cc1OC | -6
O=C(NC1CCCC1)c1n[nH]nc1-c1cccc(Cl)c1 | -5
Cc1noc(-c2ccc(Br)cc2)n1 | -3
CC(=NNC(=O)C(C)n1nc(C)c([N+](=O)[O-])c1C)c1ccccc1O (stereo unspecified) | -5
COC(=O)c1ccc(C(=O)OC)c(NC(=O)c2cccn(Cc3ccccc3C)c2=O)c1 | 0
CCOc1ccccc1NC(=O)CSc1ncc(S(=O)(=O)c2ccc(OC)cc2)c(=O)[nH]1 | -2
O=C1NCCN1C(=O)NCC1CCN(S(=O)(=O)C2CC2)CC1 | -12
CCOC(=O)Cn1c(=NC(=O)c2ccn(C)n2)sc2cc(SC)ccc21 | -8
CONC=C(C=Nc1ccc(C(F)(F)F)cc1)c1ncc(C(F)(F)F)cc1Cl | 0
Cc1ccc(C)c(NC(=O)c2sc3nc(-c4cccs4)cc(C(F)(F)F)c3c2N)c1 | -11
Cc1onc(-c2ccccc2Cl)c1C(=O)NCCn1ncc2c(=O)n(Cc3ccccc3F)cnc21 | -9&-7
COc1ccc(CCNC(=O)c2ccc(OCc3ccc4ccccc4n3)cc2)cc1OC | 7
O=C(NC[C@]1(O)CCOc2ccccc21)c1cc(C2CC2)on1 | -12
O=C(Nc1ccc(C(F)(F)F)cc1)N1CC[C@H](n2ccnn2)C1 | -10
CCOc1ccc(NC(=O)c2n[nH]nc2Nc2ccc(OC)cc2)cc1 | -6
Cc1cn(-c2ccc(SCC(=O)Nc3c(F)cccc3F)nn2)cn1 | -5
Cc1csc(C(=O)N2CCN(c3ccc(-c4noc(C5CC5)n4)cn3)CC2)c1 | 1
CC(=O)Nc1ccc(S(=O)(=O)Nc2ccc3c(c2)N(C(=O)C(C)(C)C)CC3)c(C)c1 | -6&-2
COc1ccc(Cl)c2sc(N(CCCN(C)C)C(=O)C3=COCCO3)nc12 | 10
CCOc1ccc2c(c1)S[C@@H](CC(=O)Nc1sc(C)cc1C(=O)OC)C(=O)N2 | 6
CCOC(=O)C1(Cc2ccccc2Br)CCN(S(=O)(=O)c2ccccc2)CC1 | -13

(more compounds)
| SMILES | SSB-PriA inh |
| --- | --- |
| O=C(/C=C/c1ccccc1Cl)Nc1nnc(-c2ccno2)o1 | -7 |
| CS(=O)(=O)N1CC(C(=O)NCCOc2ccccc2)C1 | -3 |
| Cc1n[nH]c(C)c1CC(=O)O | -6 |
| CC1(C)C2CCC1(C)C(OC(=O)c1cc3cc([N+](=O)[O-])ccc3oc1=O)C2 (stereo unspecified) | 3 |
| NC(=O)c1ccsc1NC(=O)C1(c2ccc(Cl)cc2)CCCC1 | 8 |
| O=C(CCSc1ccccc1)NC1CCCC(O)C1 (stereo unspecified) | -12 |
| CCc1ccc(S(=O)(=O)NCc2ccc([C@@H](O)c3ccco3)s2)s1 | -6 |
| Cc1ccccc1Cn1nnc(C(=O)NCc2ccco2)c1N | 8 |
| CSC(N)=NN=Cc1cc(C)ccc1O | -8 |
| COc1cc(C(=O)NC2C=CS(=O)(=O)C2)cc(OC)c1OC (stereo unspecified) | 5 |
| O=C(NCCCS(=O)(=O)N1CCN(c2ccccn2)CC1)c1cc(=O)c2ccccc2o1 | -11 |
| O=C(c1ccc([N+](=O)[O-])cc1Cl)N1CCN(c2ccc(N3CCCCCC3)nn2)CC1 | -7 |
| c1ccc(-c2csc(CN3CCNCC3)n2)cc1 | 20 |
| CCN(Cc1ccccc1)c1ccc(C=NNS(=O)(=O)c2cccc([N+](=O)[O-])c2)cc1 | 20 |
| Cc1cccc(CC(=O)Nc2ccc(-n3nnn(CC(=O)N4CCOCC4)c3=O)cc2)c1 | -17 |
| CC(C)(C)NC(=O)C(=O)NCCN1CCN(c2ccc(F)cc2)CC1 | 2 |
| O=C(Cn1cncn1)NCc1cnn2c1CCCC2 | -12 |
| CCOc1cc(C=NNC(=O)OC)ccc1OC(=O)c1ccco1 | -1 |
| O=S(=O)(c1ccc(F)cc1)N1CCN(c2ccc3nnc(-c4ccco4)n3n2)CC1 | 3 |
| CN1CCN(S(=O)(=O)c2ccc(NC(=O)COc3ccc(Br)cc3)cc2)CC1 | 1 |
| CC(=O)Nc1nc(SCC(=O)Nc2nccs2)[nH]c(=O)c1NC(=O)c1cccs1 | -8 |
| Cc1cccnc1Nc1nc(-c2ccoc2)cs1 | 3 |
| COc1ccc(-c2cc(N3CCC(C(=O)N[C@H]4CCSC4=O)CC3)ncn2)cc1 | -3 |
| CC12NC(=S)NC(c3cc(Br)ccc3O1)C2C(=O)Nc1ccccc1 (stereo unspecified) | 7 |
| COc1ccccc1C(=O)NNC(=O)CCN1C(=O)/C(=C/c2ccc(C)cc2)SC1=S | 2 |
| CCOC(=O)Nc1cc(C)nn1-c1nc(C)cc(=O)[nH]1 | 16 |
| O=C(Cc1cccc2ccccc12)NCc1ccsc1 | -3 |
| CC(C)(/C=N\NC(=O)c1ccc([N+](=O)[O-])cc1)CO | -5 |
| CC(=NNC(=O)c1ccc(Br)s1)c1ccncc1 | 1 |
| CC(C)n1cnc(S(=O)(=O)Nc2ccn3nccc3c2)c1 | -16 |
| COc1cccc2sc(N(Cc3ccccn3)C(=O)c3cccc(S(=O)(=O)C(C)C)c3)nc12 | 1 |
| COc1ccc(/C=C/C(=O)NCC(=O)NN=C(C)c2ccc(Cl)cc2)cc1 | -12 |
| CCCc1cnc2c(c1SCc1ccc(C(=O)OC)o1)c(=O)n(C)c(=O)n2C | 1 |
| CC(Sc1ccccc1)C(=O)NN=Cc1cccnc1 (stereo unspecified) | 7 |
| O=C(CC1CCCC1)NCCS(=O)(=O)N1CCN(Cc2ccccc2)CC1 | 15 |
| Cc1cc(N2CCc3ccccc3C2)c(F)cc1[N+](=O)[O-] | 60 |
| Cn1nc(-c2ccc(F)cc2)cc1C(=O)N(CCc1ccccc1)Cc1ccccn1 | -6 |
| O=C(CN1C(=O)c2ccccc2C1=O)NCc1cccc(Oc2ccc(F)cc2)c1 | 0 |
| COC(C(=O)Nc1ccccc1-c1nc2ccccc2[nH]c1=O)c1ccccc1 (stereo unspecified) | 31 |
| CCSc1ccccc1C(=O)N1CC(OC)CC1C(=O)OC (stereo unspecified) | 0 |
| CO[C@@H](CNC(=O)c1cccc(C(F)(F)F)c1)c1ccco1 | -6 |
| CCOc1ccc(S(=O)(=O)NN=C(C)Cc2ccc(OC)cc2)cc1 | -13 |
| CCOc1ccc(-c2noc(Cn3c(=O)n(CC4CCCO4)c(=O)c4ccccc43)n2)cc1 (stereo unspecified) | -6 |
| CC(=O)N[C@@H](C)Cc1ccco1 | -11 |
| O=C(NCc1ccc(Br)cc1)c1ccc2c(=O)nc3c(-c4cccc(F)c4)n[nH]n3c2c1 | -1 |
| COc1ccccc1-n1ncc2c(C(C)C)nnc(SCC(=O)NCc3ccc4c(c3)OCO4)c21 | -2 |
| COCc1cc(C)nc(OCC(=O)NN=Cc2ccc(-c3cc([N+](=O)[O-])ccc3C)o2)c1C#N | -2 |
| CCCCN1C[C@@H](c2nc3ccccc3n2CC(=O)N2CCOCC2)CC1=O | -29 |
| COc1ccccc1-c1ccc(N2CCN(C(=O)Cc3cccc(C)c3)CC2)nn1 | -6 |
| CN(C)CC1CSCCCN1C(=O)c1ccc(-n2cccc2)cc1 (stereo unspecified) | -2 |

Sorted by formula weight (descending): 3 of the compounds above.
| SMILES | SSB-PriA inh |
| --- | --- |
| COc1cccc2sc(N(Cc3ccccn3)C(=O)c3cccc(S(=O)(=O)C(C)C)c3)nc12 | 1 |
| COc1ccccc1-c1ccc(N2CCN(C(=O)Cc3cccc(C)c3)CC2)nn1 | -6 |
| CO[C@@H](CNC(=O)c1cccc(C(F)(F)F)c1)c1ccco1 | -6 |
